# Screening data from PubChem BioAssay.
# mcGAS RapidFire – inhibitors of mouse cGAS; Q8C6L5; recombinant mouse cGAS, cGAMP by RapidFire MS; inhibition, % at 12.5 µM; 130,000 tested, 0.18% active; AID 1259397;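 active = inhibition of cGAS enzyme activity at or above 60%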;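 note: enzyme stimulated by 45 bp dsDNA with ATP and GTP substrates; cGAMP share of summed cGAMP plus half ATP and half GTP signals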
# Target sequence (Q8C6L5 whole entry, looked up): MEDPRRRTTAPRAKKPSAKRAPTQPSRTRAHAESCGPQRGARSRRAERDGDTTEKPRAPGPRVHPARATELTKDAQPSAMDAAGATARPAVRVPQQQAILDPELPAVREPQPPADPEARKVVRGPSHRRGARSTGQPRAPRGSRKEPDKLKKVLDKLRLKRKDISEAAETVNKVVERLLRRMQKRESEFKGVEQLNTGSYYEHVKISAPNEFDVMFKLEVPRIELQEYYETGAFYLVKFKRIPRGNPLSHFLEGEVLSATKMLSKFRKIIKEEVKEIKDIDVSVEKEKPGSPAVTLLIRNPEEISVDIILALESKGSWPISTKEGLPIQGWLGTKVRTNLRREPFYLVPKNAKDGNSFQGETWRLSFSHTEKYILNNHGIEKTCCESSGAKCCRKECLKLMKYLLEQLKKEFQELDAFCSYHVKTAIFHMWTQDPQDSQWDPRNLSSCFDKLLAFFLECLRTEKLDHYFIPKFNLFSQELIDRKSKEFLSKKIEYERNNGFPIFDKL
# * hit, by the source's call; & = joins results of further samples.
SMILES,mcGAS RapidFire
CC(=O)N1CCN(C(=O)CCN(c2ccccc2)S(=O)(=O)c2ccc(C)cc2)CC1,0
COc1c(C)cnc(CN2CCC3(CCCO3)CCC2=O)c1C (centres undefined),-7
COc1ccc(NS(=O)(=O)C2Cc3ccccc3C2)c(OC)c1,1
Nn1c(Nc2ccccc2)nnc(/C=C/c2ccccc2)c1=O,-6
COC(=O)Cn1c(=O)c2c(nc3n(-c4ccc(F)cc4)c(C)cn23)n(C)c1=O,-1
COc1ccc2cc(CNc3ccc(C)cc3)c(=O)n(CC(=O)N3CCOc4ccc(C)cc43)c2c1,-1
COCC(C)(C)CNC(=O)c1c(C)nn(C)c1C,-20
O=C(c1ccc(Br)o1)N(Cc1ccccc1)CC1CCC1,2
Cc1ccc(-c2nnc(NCCN(C)C)c3ccccc23)cc1,-19
COc1ccc(Nc2nc(NCCO)nc(N)c2[N+](=O)[O-])cc1,-8
Cc1ncccc1C(=O)NNS(=O)(=O)c1ccccc1,-7
CN(Cc1cccc(C#N)c1)C(=O)c1cnc(OCC(F)(F)F)c(Cl)c1,-3
CSc1ccccc1NS(=O)(=O)c1ccc2ccccc2c1,-15
COc1ccccc1C(C)NC(=O)C(C)N1CCN(CCO)CC1 (centres undefined),-9
CN(CC1(c2ccccc2)CC1(C)C)C(=O)c1ccco1 (centres undefined),-50
CCOc1ccc(CCCC(=O)N2CCCCC2CO)cc1C (centres undefined),-14
COc1ccc2nc3cc(Cl)ccc3c(Nc3cc(CN4CCCC4)c(O)c(CN4CCCC4)c3)c2n1,33
CC(C)CN1CCC1(C(=O)Nc1cccc(Oc2ccccc2)c1)c1ccccc1 (centres undefined),-5
O=C(NCC1CCN(C2CCCC2)CC1)NC(c1ccccc1)c1ccccc1,-5
CC(=O)N1CCC[C@H]1C(=O)O,0
CN1CCCCC1C(=O)NCc1cccnc1N(C)C1CCCCC1 (centres undefined),-1
Cc1nc2ncc3c(=O)n(-c4ccccc4)ccc3n2n1,-1
CCc1csc(CNC2CCN(c3ccc(C)cc3)CC2)n1,0
CCCCCCCn1c(CN2CCCCC2CC)nc2c1c(=O)n(C)c(=O)n2C (centres undefined),-15

# 19 entries from above, reformatted:
mcGAS RapidFire | SMILES
-1 | COc1ccc2cc(CNc3ccc(C)cc3)c(=O)n(CC(=O)N3CCOc4ccc(C)cc43)c2c1
-20 | COCC(C)(C)CNC(=O)c1c(C)nn(C)c1C
2 | O=C(c1ccc(Br)o1)N(Cc1ccccc1)CC1CCC1
-19 | Cc1ccc(-c2nnc(NCCN(C)C)c3ccccc23)cc1
-8 | COc1ccc(Nc2nc(NCCO)nc(N)c2[N+](=O)[O-])cc1
-7 | Cc1ncccc1C(=O)NNS(=O)(=O)c1ccccc1
-3 | CN(Cc1cccc(C#N)c1)C(=O)c1cnc(OCC(F)(F)F)c(Cl)c1
-15 | CSc1ccccc1NS(=O)(=O)c1ccc2ccccc2c1
-9 | COc1ccccc1C(C)NC(=O)C(C)N1CCN(CCO)CC1 (centres undefined)
-50 | CN(CC1(c2ccccc2)CC1(C)C)C(=O)c1ccco1 (centres undefined)
-14 | CCOc1ccc(CCCC(=O)N2CCCCC2CO)cc1C (centres undefined)
33 | COc1ccc2nc3cc(Cl)ccc3c(Nc3cc(CN4CCCC4)c(O)c(CN4CCCC4)c3)c2n1
-5 | CC(C)CN1CCC1(C(=O)Nc1cccc(Oc2ccccc2)c1)c1ccccc1 (centres undefined)
-5 | O=C(NCC1CCN(C2CCCC2)CC1)NC(c1ccccc1)c1ccccc1
0 | CC(=O)N1CCC[C@H]1C(=O)O
-1 | CN1CCCCC1C(=O)NCc1cccnc1N(C)C1CCCCC1 (centres undefined)
-1 | Cc1nc2ncc3c(=O)n(-c4ccccc4)ccc3n2n1
0 | CCc1csc(CNC2CCN(c3ccc(C)cc3)CC2)n1
-15 | CCCCCCCn1c(CN2CCCCC2CC)nc2c1c(=O)n(C)c(=O)n2C (centres undefined)

# (list continues)
SMILES,mcGAS RapidFire
CNC(=O)c1cnc(N2CCN(Cc3ccccc3C#N)C2=O)s1,-6
CC(C)Cc1nc(-c2cc(C(C)C)n3ncnc3n2)n(-c2ccccn2)n1,-19
CCc1ccc(NC(=O)c2cncc(NS(=O)(=O)c3ccc(F)cc3)c2)cc1,0
C=CCSc1nc2c(c(=O)n(C)c(=O)n2C)n1Cc1cccc(C)c1,-1
CC1CCCC(NC(N)=O)C1C (centres undefined),-3
O=C(NCc1ccc2c(c1)OCO2)c1cn(Cc2ccccc2F)c(=O)s1,-6
Cn1cc(N)cc1C(=O)N1CCC(c2cc(Cc3ccccc3)[nH]n2)CC1,-22
CN1C(=O)c2cc(NS(C)(=O)=O)ccc2Oc2ccccc21,-10
O=C(CSc1nnc(-c2cccs2)n1C1CC1)N1CCCC2CCCCC21 (centres undefined),-1
Cc1cc(C)nc(-n2ncc3c2CCCC3=O)n1,-2
CC(=O)N1CCN(C(=O)C2C3CC4CC(C3)CC2C4)CC1 (centres undefined),-15
CN(C)C(Cn1ccnc1-c1nc2c(s1)CCCC2)c1ccccn1 (centres undefined),9
N#CC1(C#N)[C@H](Cc2ccccc2)[C@H]1C(=O)C12CC3CC(CC(C3)C1)C2,-2
O=C(CSc1nc2c(cnn2CCO)c(=O)[nH]1)N1N=C(c2cccs2)CC1c1ccc(F)cc1 (centres undefined),-26
CC(=O)OC(OC(C)=O)C12C=CC(O1)C1C(=O)N(c3ccc(C)c(C)c3)C(=O)C12 (centres undefined),6
Cc1nn(C)c(C)c1CCC(=O)NCc1nc(C2CCCCC2)no1,-25
COc1ccc(CNc2ccc(C)cc2Br)c(OC)c1OC,-10
N#Cc1ccc(C(=O)CSc2nc3ccccc3o2)cc1,-2
O=C(CNC(=O)C1CCc2ccccc21)Nc1ccc(F)c(F)c1 (centres undefined),-4
CC(C)c1nnc(CCC(=O)N2CCCC2CC2CC3CCC2C3)o1 (centres undefined),-11
NC1=NC(=Nc2ccccc2F)c2ccccc21,-6
Cc1nc(C(N)=NOC(=O)c2sc3cccc(Cl)c3c2Cl)no1,5
CC(c1ccccc1Cl)N(C1CC1)S(=O)(=O)c1cccc(F)c1 (centres undefined),-12
CCOC(=O)c1ccc2[nH]cc(C(=O)OCC)c(=O)c2c1,-6
Cc1ccc(-n2nc(-c3cccs3)cc2C(=O)O)cc1,1
Cc1ccccc1NC(=O)NCCNc1ccc(Nc2ccccn2)nn1,-9
CCOc1ccnc(N(C)Cc2noc(CC)n2)n1,-11
COc1ccc(C2=NC(=Cc3ccc(OC(F)F)c(OC)c3)C(=O)O2)cc1OC,-15
Cc1cc(NC(=O)COC(=O)CCS(=O)(=O)c2ccccc2Cl)no1,-1
CCN(CCn1cccn1)C(=O)CC1C(=O)NCCN1Cc1ccccc1C (centres undefined),0
CC(C)C(NC(=O)c1cccc(F)c1)c1ccc2c(c1)OCCCO2 (centres undefined),-8
CC(C)CNCc1noc2c1CSc1ccccc1-2,9
C=CCn1c(=NC(=O)c2ccc(Cl)s2)sc2cc(S(N)(=O)=O)ccc21,-4
COc1ccc2cc(C3CN(C(=O)COC(C)C)CCO3)ccc2c1 (centres undefined),-10
Cc1cc(=O)[nH]c(-n2ncc(C(=O)NC3CC3)c2C)n1,-1
Cc1cccn2c(=O)c3cc(C(=O)N4CCC5(CC4)OCCO5)sc3nc12,-13
Cc1occc1C(=O)N(C)C(c1cccnc1)c1ccc(F)cc1F (centres undefined),-40
O=C(NCc1ccncc1)c1ccc(C2SCCS2)cc1,2
O=C(O)CCc1nnc(SCc2cccc(Cl)c2)[nH]c1=O,4
Cc1cc(C(F)F)n2nc(C(=O)Nc3c(C)nn(Cc4ccc(Cl)cc4)c3C)nc2n1,-17
COc1ccc(-c2n[nH]c(CNS(=O)(=O)N3CCCC(C)C3)n2)cc1 (centres undefined),-10
O=C(O)[C@H]1C[C@@H](O)CCN1Cc1ccc2cccc(Cl)c2n1,-18
O=C(Cn1nc2ccccn2c1=O)N(Cc1ccccc1)C1CC1,-2
O=C1NCCN(Cc2cccs2)C1CC(=O)N1CCSCC1 (centres undefined),3
CCC(NC(=O)Cc1ccc(C)nc1)c1ncc(-c2ccccc2)[nH]1 (centres undefined),-6
COc1cccc(Cn2c(=O)c(C(=O)O)nn(-c3ccccc3F)c2=O)c1,-9
O=C(CCN=C1NS(=O)(=O)c2ccccc21)NCc1nnc2ccccn12,-4
O=C(Nc1ccccc1F)C1CCN(C(=O)Nc2ccccc2)CC1,-20

# Three compounds already listed, arranged by their value in mcGAS RapidFire, rising.
SMILES,mcGAS RapidFire
COCC(C)(C)CNC(=O)c1c(C)nn(C)c1C,-20
CCOc1ccc(CCCC(=O)N2CCCCC2CO)cc1C (centres undefined),-14
CC(C)CNCc1noc2c1CSc1ccccc1-2,9

# Next section:
SMILES,mcGAS RapidFire
CN1CCN(C(CNC(=O)C(=O)Nc2cccc([N+](=O)[O-])c2)c2ccc(F)cc2)CC1 (centres undefined),-14
CCCCSc1nc2c(c(=O)[nH]1)C(c1cccc(F)c1)C(C(=O)OC(C)C)C(C)=N2 (centres undefined),-3
COc1ccc(OC)c(CN2CCN(Cc3nc4scc(-c5ccccc5)c4c(=O)[nH]3)CC2)c1,-9
CC(C)N1CCN(C(=O)CCNc2nccc(CCC(F)(F)F)n2)CC1,10
CCN(CC)C1CCN(C(=O)c2cnn(-c3ncc4c(n3)-c3ccccc3SC4)c2C)C1 (centres undefined),-6
CCOC(=O)C1=C(Nc2c(C)cccc2C)CCCC1,-3
Clc1ccc2nc(CSc3nc4ccccc4s3)cn2c1,-2
COCC1(NC(=O)C(=O)Nc2ccc(C)cc2)CCCC1,-4
CN(Cc1ccccn1)c1nc2nonc2nc1NC1CCCC1,6
CNC(=O)CN1C(=O)NC2(CCC(C)CC2)C1=O (centres undefined),-3
CC(Cn1cncn1)n1ccnc1-c1cc2ccccc2[nH]c1=O (centres undefined),-4
COC(=O)c1ccc(NC(=O)c2cc(=O)c(OCc3ccc(F)cc3)c[nH]2)cc1,-3
O=[N+]([O-])c1ccc(NCc2ccccc2)nc1,-4
CS(=O)(=O)N1CCCN(c2nccc(N3CCCC(O)C3)n2)CC1 (centres undefined),-9
O=C1C=CC(=O)c2c1ccc1c2ccc2ccccc21,41
Cc1nc(C2CC2)ncc1C(=O)N(C)CC1(CO)CCCC1,-5
COc1ccc(C)cc1S(=O)(=O)N1CCN(c2ccc(C)c(Cl)c2)CC1,4
O=C(Cn1ccc(C(F)(F)F)n1)Nc1ccccn1,4
CN(Cc1cc(C(C)(C)C)n[nH]1)C(=O)/C=C/c1ccccc1,-21
O=C1CN(c2nccc(CCC(F)(F)F)n2)CCN1,2
CC(CS(=O)O)C(=O)Nc1ccccc1 (centres undefined),-16
Ic1c(-c2ccccc2)noc1-c1ccccc1,-8
CC(Sc1nc2sc3c(c2c(=O)[nH]1)CCCC3)C(=O)N1CCCC1 (centres undefined),-5
Cc1noc(C)c1S(=O)(=O)NCc1cccnc1N(C)Cc1ccccc1,-5
Cc1c(C)c(C)c(C(=O)C2CCN(C(=O)C3CC(=O)OC3(C)C)CC2)c(C)c1C (centres undefined),0
NC(=O)Cn1nc(-c2ccc(Br)cc2)ccc1=O,-8
COc1ccc(-c2nc(-c3ccccc3)c(-c3ccccc3)n2CC(=O)NCCO)cc1,-5
Cc1ccc(-n2nnnc2SCC(=O)N(C)C)cc1,-17
Cc1nc2cc3ccccc3cc2c(=O)n1-c1ccc2c(c1)NC(=O)C(C)O2 (centres undefined),-2
O=C(COc1ccc(C=C2C(=O)c3ccccc3C2=O)cc1)Nc1ccc(F)cc1,-3
COc1cccc(C(=O)Nc2c3c(nn2-c2ccccc2C)CS(=O)(=O)C3)c1OC,-2
CCOc1cc(CN(CC)C(=O)COc2ccc(Cl)cc2Cl)ccc1O,-3
N#CCOc1ccc(NS(=O)(=O)c2ccc(F)cc2)cc1,0
Cc1csc(C(C)N(C)C(=O)Cn2nnnc2CN2CCC(C)CC2)n1 (centres undefined),-6&1
Cc1cccc(C(C)C)c1NC(=O)CN(C)CCc1cn[nH]c1,-15
C/C(=N\NC(=O)c1cccnc1)c1ccccc1OCC(N)=O,-6
CC(C)N1CC(NC(=O)NCc2ccc(OCC3CC3)nc2)CC1=O (centres undefined),-5
C=CCN(Cc1nc(-c2ccccc2)no1)C(=O)CC1CNCCO1 (centres undefined),-28
CN(C(=O)CCN1CCCCCC1=O)C1CCCN(C2Cc3ccccc3C2)C1 (centres undefined),-5
CCN(CC)c1ccc(C(=O)CN2C(=O)C(C)(C)ON=C2c2ncccc2C)cc1,-3
O=C(CC(c1ccccc1)C1(O)c2ccccc2C(=O)N1Cc1ccccc1)NCc1ccccc1 (centres undefined),-2
Cc1noc(C)c1NC(=O)NC(C)c1ccc(-n2cccn2)cc1 (centres undefined),-3
O=C(CCc1ccccc1F)N1CCSC1=Nc1ccccc1Cl,-4
CC(=O)Nc1cccc2c1CCN(C(=O)C1CC1c1ccccc1F)C2 (centres undefined),-12
Cc1ccc(-n2cc(CN3CCCC(Cn4ccnc4C)C3)cn2)cc1C (centres undefined),-13
Cc1cccc2c1C(=O)NC1(CCN(C(=O)c3ccco3)CC1)N2,-35
N#CC1C(=N)Oc2n[nH]c(-c3ccc4c(c3)OCO4)c2C1c1ccc(O)cc1 (centres undefined),-19
CCOc1ccc2nc(S(=O)(=O)NC(=O)C3(C)CCN3C(=O)CCc3cccs3)sc2c1 (centres undefined),-4
Cc1ccccc1-c1cc2nc(NCCc3ccncc3)n(C)c(=O)c2s1,6
O=C(CN1CCN(c2ccccc2)CC1)c1c[nH]c2ccccc12,-4
CCC(NC(=O)c1cccc(C(F)(F)F)c1C)C1=CCN(C)CC1 (centres undefined),-6
CCc1ccc2nc(NC(=O)c3ccc(=O)[nH]c3)sc2c1,-14
Cc1cccc(CN2CC(=O)C(c3nc(-c4cccc(Cl)c4)cs3)C2=N)c1 (centres undefined),-6
Cn1c(=O)n(Cc2ccc(Br)cc2)c(=O)c2c1nc1n2CCN1c1ccc(F)cc1,-2
Cc1nn(-c2ccccc2)c2c1[P+](=O)C(=C1N(C)c3ccccc3C1(C)C)C=N2 (centres undefined),-6
c1cc(-c2ccc(CN3CCCC4(CCNC4)C3)o2)[nH]n1 (centres undefined),5
Cc1nn2c3cc(N4CCCCC4)ccc3nc2c2ccccc12,0

# The list is partial; count on the stated rates, not on these rows.
